PI4K2A inh – inhibitors of human PI4K2A; activity change, negative = inhibition, % at 76.9 µM; 420,000 tested, 0.13% active; purified PI4K2A, ADP-Glo luminescence, 1 h; hits give low values; AID 1346378; in the data active means activity change below about -50%; inconclusive means mostly about -30% to -49%;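 further: -100% = wells without enzyme as full effect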
Target sequence (Q9BTU6 whole entry, looked up): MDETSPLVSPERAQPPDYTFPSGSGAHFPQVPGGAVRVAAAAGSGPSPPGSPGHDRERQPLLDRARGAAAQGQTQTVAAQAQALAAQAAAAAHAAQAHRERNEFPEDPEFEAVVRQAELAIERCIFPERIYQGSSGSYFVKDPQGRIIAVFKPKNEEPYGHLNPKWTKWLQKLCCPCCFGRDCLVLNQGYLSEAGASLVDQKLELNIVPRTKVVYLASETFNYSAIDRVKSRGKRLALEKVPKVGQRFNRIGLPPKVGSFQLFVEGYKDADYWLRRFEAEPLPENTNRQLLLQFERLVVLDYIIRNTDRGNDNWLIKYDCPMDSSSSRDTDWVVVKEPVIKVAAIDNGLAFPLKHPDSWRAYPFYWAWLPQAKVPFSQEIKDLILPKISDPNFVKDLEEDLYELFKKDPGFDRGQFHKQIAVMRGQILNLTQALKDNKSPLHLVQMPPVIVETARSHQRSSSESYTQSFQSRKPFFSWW
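ADP-Glo luminescence measured ADP generated by PI4K2A enzyme (4 ug/mL before mixing) with 1.2 mM PI substrate (pre-mix) and 300 microM ATP (pre-mix). Tris pH7.5 buffer with MgCl2, Triton X-100; 1 h reaction at ambient temperature.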
RXFP1 agonist – agonists of human relaxin receptor RXFP1 | HEK293T-RXFP1 cAMP TR-FRET, 30 min; response scale: percent of porcine relaxin response, buffer zero | Potency, µM (highest dose often 57.5 µM), inactives show at the top dose activation, usual class: activators | AID 2676 | 370,000 tested, 0.3% active | Q9HBX9; further: potency means the concentration at half of the fitted maximal effect; on the % scale 0 is the no-effect control and ±100 the full control effect; nearly all actives have a fitted effect of over 60% in size; many of its hits are not listed in these tables
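HEK293T cells stably expressing RXFP1 were pretreated with the PDE4 inhibitor Ro 20174, exposed to compounds for 30 min at 37C, lysed, and cAMP was read by TR-FRET. Data normalized to buffer (basal) and 29 nM porcine relaxin (100%).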
USP1 inh – blocks the human USP1/UAF1 deubiquitinase complex; O94782; recombinant USP1/UAF1, Ub-Rhodamine cleavage fluorescence; Potency, µM (series often up to 57.1 µM), inactives show at the highest dose activity change, negative = inhibition, hits mostly inhibitors; 390,000 tested, 0.23% active; AID 743255; further: potency means the concentration at half of the fitted maximal effect; on the % scale 0 is the no-effect control and ±100 the full control effect; nearly all actives have a fitted effect of over 60% in size; inactives centre near -12
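In this screen, compounds sit with the deubiquitinase complex (1nM) for 15 min at room temperature before Ub-Rho is added at 150nM final. Fluorescence rise is then followed for 6 reads every 60 seconds.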
TrxR1 substrate – rat thioredoxin reductase 1 substrate activity. Potency, µM (top dose mostly 114 µM), without a hit: at the top dose activity change, negative = substrate turnover. O89049. purified TrxR1 substrate turnover, NADPH consumption readout. 390,000 tested, 0.01% active. AID 588456; further: potency means the concentration at half of the fitted maximal effect; on the % scale 0 is the no-effect control and ±100 the full control effect; nearly all actives have a fitted effect of over 50% in size
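Rat TrxR1, dispensed at 90 nM, was prereduced with 400 uM NADPH (final) for 5 min at ~22 deg C, then incubated with compound 15 min before 400 uM selenite. A first-read NADPH fluorescence drop versus no-compound background flagged substrates.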
Vif-A3G inh – blocks the Vif interaction with human APOBEC3G; Q9HC16; HeLa A3G-eYFP + Vif (tagged APOBEC3G with the HIV-1 protein that degrades it), YFP fluorescence, overnight; Potency, µM (series often up to 46.1 µM), inactives show top-dose activity, negative = active, actives largely listed as inhibitors; 410,000 tested, 0.076% active; AID 602310;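 further: potency means the concentration at half of the fitted maximal effect; on the % scale 0 is the no-effect control and ±100 the full control effect; nearly all actives have a fitted effect of over 60% in size; hits raise eYFP signal because A3G escapes Vif-driven loss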
Target sequence (Q9HC16 whole entry, looked up): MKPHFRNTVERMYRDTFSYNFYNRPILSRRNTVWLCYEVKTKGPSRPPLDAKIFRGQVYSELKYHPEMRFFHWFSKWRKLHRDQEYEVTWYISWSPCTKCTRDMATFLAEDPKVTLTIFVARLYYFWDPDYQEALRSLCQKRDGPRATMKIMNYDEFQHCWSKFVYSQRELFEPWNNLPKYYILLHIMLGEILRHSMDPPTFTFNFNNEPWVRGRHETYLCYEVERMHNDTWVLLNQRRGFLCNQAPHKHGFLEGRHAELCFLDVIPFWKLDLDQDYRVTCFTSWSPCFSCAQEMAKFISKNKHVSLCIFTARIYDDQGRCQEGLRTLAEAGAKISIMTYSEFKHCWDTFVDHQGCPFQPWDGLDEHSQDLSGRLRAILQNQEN
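Read-out is eYFP fluorescence (Ex 488/Em 500-530) from Vif-expressing HeLa A3G-eYFP cells; more signal means A3G escaped Vif-mediated degradation. Cells plated overnight, compound pinned in, incubated overnight at 37 deg C.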
Glioma ERSR ind – induces the endoplasmic reticulum stress response in human glioma cells | 420,000 tested, 0.02% active | AID 602332 | U87-MG GRP78 promoter luciferase reporter, 16 h | Potency, µM, for the others: top-dose activation, usual class: activators; further: potency means the concentration at half of the fitted maximal effect; series mostly up to about 76 µM; % of control where 0% means no effect; nearly all actives have a fitted effect of over 35% in size
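Stably transfected U87-MG human glioma cells carrying a GRP78-based luminescent sensor were seeded at 1000 cells/well, pin-dosed with compounds and incubated 16 h. Luciferase reagent was then added, and end-point luminescence was read after 10 min at room temperature.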
LDHA block – blocks human lactate dehydrogenase A. P00338. purified LDHA, NADH/diaphorase-resazurin fluorescence; hits give low values. activity change, % (values are at about 110 or 230 µM). 480,000 tested, 0.15% active. AID 1347041; in the data active means activity change below about -30%; inconclusive means mostly about -25% to -30%;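 further: plate controls were DMSO wells for no effect and wells without enzyme for full effect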
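Human LDH5 at 2 nM final in Tris HCl pH 7.4 with 0.06 mM NADH and 0.2 mM pyruvate, reacted 5 minutes at room temperature. Remaining NADH coupled via diaphorase/resazurin; resorufin fluorescence read at 0 and 20 minutes, normalized to enzyme-free and DMSO wells.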
Vif-APOBEC3F blk – Vif-A3F binding inhibition. 390,000 tested, 0.2% active. AID 602313. Potency, µM (highest dose often 46.1 µM), inactives show top-dose activity, negative = active. HeLa A3F-eYFP + Vif (tagged APOBEC3F with the HIV-1 protein that degrades it), YFP fluorescence increase; further: potency means the concentration at half of the fitted maximal effect; % of control where 0% means no effect; nearly all actives have a fitted effect of over 65% in size
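Fluorescence increase (Ex 488/Em 500-530) after overnight compound treatment at 37 deg C flags inhibition of Vif-driven A3F-eYFP loss in stable HeLa A3F-eYFP/Vif cells seeded overnight beforehand.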
IDH1 R132H inh – blocks human mutant IDH1 R132H enzyme. O75874. IDH1-R132H enzyme, NADPH consumption, diaphorase/resazurin fluorescence. Potency, µM (titrated, usually from 76.6 µM), without a hit: at the highest dose activity change, negative = inhibition, most hits filed as inhibitors. 390,000 tested, 0.093% active; further: potency means the concentration at half of the fitted maximal effect; on the % scale 0 is the no-effect control and ±100 the full control effect; nearly all actives have a fitted effect of over 65% in size
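IDH1-R132H (0.5 ug/mL dispensed) in pH 7.5 Tris buffer was preincubated 30 min with compound, then given a substrate mix of 0.016 mM NADPH and 2 mM alpha-KG for 80 min at room temperature; remaining NADPH was read by diaphorase/resazurin fluorescence.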
* hit, by the source's call; ? = inconclusive; . = not tested or not shown; & = joins results of further samples; [ ] = another dose, or the depositor's remark. Unless noted, the call rests on the fitted dose curve; in most records, active means well fitted curve in the direction sought with a large enough effect; inconclusive means small, poorly fitted or top-dose-only effect, or another doubt; inactive means no such curve, though single readings can be large; an effect the other way counts as inactive or inconclusive.

SMILES	PI4K2A inh	RXFP1 agonist	USP1 inh	TrxR1 substrate	Vif-A3G inh	Glioma ERSR ind	LDHA block	Vif-APOBEC3F blk	IDH1 R132H inh
CC(NC(=O)c1ccccc1Br)C1CC2CCC1C2 (centres undefined)	5	.	-14%	5%	-8%	1%	-3	10%	0%
C#CCn1cccc(C(=O)Nc2ccc(OC)cc2)c1=O	-3	2.1%	-11%	-5%	4%	-2%	0	0%	1%
COc1ccc(NC(=O)n2ncc3cc(Cl)ccc32)cc1OC	3	-0.1%	-17%	5%	-20%	6%	6	-5%	20%
CC(=O)CC(CC(=O)NC1CCCCC1)c1ccccc1 (centres undefined)	5	.	-23%	3%	1%	-3%	0	-4%	5%
COc1cccc(C(=O)Nc2cccc(NC(=O)c3cccs3)c2)c1	-2	-0.6%	-22%	2%	-5%	0%	-3	-2%	-1%
O=c1[nH]c2ccccc2nc1/C=C/c1ccccc1	-8	1.9%	-25%	5%[57.1 µM]	0%	11%	-6	-7%	10%
CCOc1ccc(S(=O)(=O)N2CCN(C(=O)c3cc(-c4ccccc4)nn3-c3ccccc3)CC2)cc1	3	0.1%	4%	-16%	-1%	-4%	-2	-5%	1%
COC(=O)c1ccccc1NC(=O)Nc1nnc(N2CCC(C)CC2)s1	2&2	11%&1.3%	?	-5%&1%	5%&0%	-2%&-4%	-8&-18	2%&-5%	-20%&1%
Cc1ccc(C(=O)C(C)OC(=O)CNS(=O)(=O)c2ccc(C)cc2)cc1 (centres undefined)	1	2.0%	-7%	-1%	2%	4%	-6	1%	-13%
CC(C)CN(C(=O)Cn1c(C(F)(F)F)nc2ccccc21)C1CCS(=O)(=O)C1 (centres undefined)	7	0.5%	-14%	-5%	-1%	-4%	-1	-21%	4%
Cc1cc(C)c(NC(=O)Cn2c(=O)n(CC(=O)NCCc3ccccc3)c(=O)c3ccccc32)c(C)c1	1	4.4%	-16%	2%	2%	-3%	-1	1%	4%
CCc1ccc(OCCSc2nc3ccccc3n2CC(=O)O)cc1	5	0.5%	-22%	4%	7%	-3%	-3	1%	-9%
CC(C)[C@H]1C(=O)Nc2ccccc2N1C(=O)N[C@@H](Cc1ccccc1)C(=O)N[C@@H](C(=O)O)c1ccccc1	0	-0.7%	-20%	3%	1%	0%	2	1%	-12%
CC(=O)Nc1ccc(C(=O)Nc2cc(S(=O)(=O)N3CCOCC3)ccc2N2CCOCC2)cc1	-3	.	-14%	3%	4%	-6%	0	?	0%
COc1ccc(S(=O)(=O)Nc2ccc3c(c2)CCCN3S(=O)(=O)c2ccc(C)cc2)cc1F	1	4.4%	?	3%[57.1 µM]	-7%	-2%	2	-5%	-4%
COc1ccc(C(=O)NC2CCN(C(=O)Nc3ccccc3Cl)CC2)cc1	2	1.5%	-6%	3%[57.1 µM]	-2%	-5%	-9	-1%	-3%
CCC(=O)N1CCCC(C)(C(=O)Nc2ccc3scnc3c2)C1 (centres undefined)	-2	.	.	.	3%	3%	3	.	.
COc1ccc(CC(=O)NCc2n[nH]c(=S)n2C)cc1	0	-0.7%	-15%	6%	1%	-4%	-2	10%	3%
COc1ccc(-n2c(=O)c3ccc(C(=O)NCc4ccc(C)cc4)cc3n(Cc3ccc(F)cc3Cl)c2=O)cc1	-3	?	-14%	7%	-5%	-4%	0	11%	35%[activator]
CCn1cc(C(=O)N2CCCC(N3CCN(c4ccccc4C)CC3)C2)cn1 (centres undefined)	10	-1.2%	-8%	2%[57.1 µM]	5%	1%	-1	-5%	0%
Cc1nn(Cc2ccccc2Cl)c(C)c1N	3	2.9%	-3%	-5%	0%	2%	-2	-30%	0%
Cc1ccc(S(=O)(=O)N2CCOCC2)cc1C(=O)NC1CCCC(C)C1C (centres undefined)	0	1.2%	-3%	-1%	1%	-4%	-12	3%	3%
C=CC[C@@H](CC(=O)N(CCO)Cc1ccccc1)C(=O)N[C@H](COC(=O)[C@@H](CC=C)Cc1ccc(F)cc1)c1ccccc1	3	.	-19%	-3%	-16%	-2%	1	-2%	4%
COc1ccc(CCNC(=O)c2cc(-c3ccc(C)c(C)c3O)n[nH]2)cc1OC	4	0.4%	2%	-6%	-15%	0%	6&-2	1%	2%
CCN(CC)C(=O)C1=C(C)N(Cc2ccc(C(C)(C)C)cc2)C(=O)C(CC(=O)NC2CC2)C1 (centres undefined)	-3	.	-15%	.	3%	0%	0	-12%	-2%

Going on with the list.
SMILES	PI4K2A inh	RXFP1 agonist	USP1 inh	TrxR1 substrate	Vif-A3G inh	Glioma ERSR ind	LDHA block	Vif-APOBEC3F blk	IDH1 R132H inh
CSc1ccc(/C=N/n2c(C3CCCCC3)n[nH]c2=S)cc1	-1	0.1%	-1%	-10%	-10%	-2%	-7	-4%	13%
N#CC[C@H](Cc1ccccc1)N1CCN(Cc2ccccc2)CCC1=O	0	-2.2%	-17%	2%&3%	1%&-2%	-5%&-3%	-3	-4%	2%
CCc1cc(=O)[nH]c(SCC(=O)N2CCCC2)n1	-1	-0.1%	-9%	2%[57.1 µM]	3%	-1%	-8	4%	-12%
CC(C)(C)c1ccc(-c2nnc3sc(-c4ccccn4)nn23)cc1	-10	-0.7%	-19%	6%[57.1 µM]	2%	-7%	1	0%	0%
CCn1cc(C(=O)O)c(=O)c2cc(F)c(N3CCN(C(=S)Nc4ccccc4OC)CC3)cc21	1	10%	0%	1%	3%	-4%	5	15%	-6%
CCOc1ccc(N2C(=O)c3[nH]nc(-c4ccc(OC)cc4)c3C2c2cccs2)cc1 (centres undefined)	-1	1.5%	-5%	11%[11.4 µM]	.	.	0	.	.
CS(=O)(=O)Nc1cccc(C(=O)CC2(O)C(=O)Nc3ccc(Br)cc32)c1 (centres undefined)	-1	1.2%&2.6%	5%	3%[57.1 µM]	-10%	-2%	-4	3%	1%
COc1cc(/C=C(\C#N)C(N)=O)ccc1OS(=O)(=O)c1ccc(C)cc1	14	4.4%	-26%	8%[57.1 µM]	-2%	-3%	-6	?	-24%
CC(C)n1nc(C(=O)Nc2cccc(S(=O)(=O)N3CCOCC3)c2)c2ccccc2c1=O	-4	13%	-2%	-2%	1%	-2%	-5	1%	2%
CCOc1ccc(S(=O)(=O)N(C)c2ccc(OCC(=O)Nc3ccc4[nH]c(=O)[nH]c4c3)cc2)cc1	-1	1.3%	-18%	-5%	-2%	-5%	-3	-8%	3%
CCCNS(=O)(=O)c1ccc(OCC(=O)NCc2ccco2)cc1	-1	1.1%	-6%	-4%	0%	-1%	-12	0%	5%
CCN(CC)C(=N)/C(C#N)=N/Nc1ccc(C)cc1	-2	-1.9%	1%	-1%[57.1 µM]	1%	2%	-1	5%	-4%
CC(/C=N/n1c(-c2cc(C)[nH]n2)n[nH]c1=S)=C\c1ccco1	-1	-0.1%	-12%	-1%[57.1 µM]	-1%	-5%	1	0%	4%
CC(OC(=O)c1nsc(Cl)c1Cl)C(=O)NC1CCCCC1 (centres undefined)	0	7.7%	5%	2%	-7%	-1%	-4	-2%	0%
Cn1c(SCc2ccc(Br)cc2)nc2ccccc2c1=O	2	-0.5%	-10%	-2%[57.1 µM]	-3%	-2%	-4	0%	-2%
CCOc1ccc2nc(N3CCCC(C(=O)Nc4ccc(OC)c(Cl)c4)C3)sc2c1 (centres undefined)	0	0.6%	-17%	3%	1%	-4%	-3	-11%	11%
Cc1ccc(-c2noc(-c3nnn(CC(=O)Nc4cc(C)cc(C)c4)c3N)n2)cc1	-4	-1.7%	-7%	-6%	.	.	-7	.	.
Cc1nn(CC(=O)NCCN2CCOCC2)c(=O)c2ccccc12	8	4.1%	-5%	-3%	-5%	-8%	-17	4%	1%
CCc1ccc(CNC(=O)c2ccc(-c3nc(CSc4ccc(C)cc4)c(C)o3)cc2)cc1	-3	3.8%	-7%	4%	3%	3%	-2	-4%	8%
Cc1ccccc1NS(=O)(=O)c1ccc(OCC(=O)NCC2CCCO2)cc1 (centres undefined)	-5	-0.4%	-7%	10%	2%	-2%	-8	2%	4%
CC(=O)c1ccc(NC(=O)c2cnn3c(C(F)F)cc(C4CC4)nc23)cc1	-2	.	1%	-6%	2%	2%	-5	-3%	-5%
CCC(C(=O)NCC1CCCO1)N(Cc1ccc(F)cc1)C(=O)CNS(=O)(=O)c1ccccc1 (centres undefined)	1	-0.5%	-19%	3%	4%	-5%	-5	1%	-1%
O=[N+]([O-])c1ccc2nn(Cc3ccccc3)cc2c1	2	-2.1%	-19%	0%	-6%	-5%	-3	1%	7%
CCCCNc1c(-c2ccc(-c3ccc(C(C)=O)cc3)c(OC)c2)nc2cc(C)ccn12	4	.	-33%	-8%	3%	1%	1	2%	-2%
CCc1ccc(Nc2ccc(S(=O)(=O)N3CCOCC3)cc2[N+](=O)[O-])cc1	3	0.5%	1%	-20%	1%	-4%	-4	-2%	3%
O=c1[nH]cc(S(=O)(=O)Nc2ccc3c(c2)OCO3)c(=O)[nH]1	-8	-1.2%	-18%	1%	1%	4%	13	0%	7%
CSc1oc(-c2ccco2)nc1S(=O)(=O)c1ccccc1	1	0.1%	-17%	13%[57.1 µM]	0%	-6%	-4	-12%	-2%
Cc1ccc(Sc2ccc(CN3CCCCC3)cc2[N+](=O)[O-])cc1	-4	3.0%	3%	-8%	1%	2%	-3	-8%	-2%

Bioassay records (PubChem BioAssay)

The list is partial; count on the stated rates, not on these rows.
